# AMA1 RON2 block = AMA1-RON2 (P. falciparum) interaction inhibition; AlphaScreen AMA1-biotinylated RON2 peptide binding; Potency, µM (titrated, usually from 58.2 µM), for the others: top-dose activity change, negative = inhibition, hits mostly inhibitors; actives 0.2% (n = 360,000);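 also: potency is read from the fitted curve at half-maximal effect; 0% = vehicle wells and -100% = peptide control; nearly all actives have a fitted effect of over 45% in size; some results filed as inactive show a strong effect at the top dose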
#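 AMA1 (3D7) with his tag at 25 nM final met compounds first, then biotinylated RON2 peptide at 25 nM; detection used donor plus acceptor beads, 10 µg/mL apiece, read by AlphaScreen after 30 min at room temperature.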
# Sm TGR block = blocks Schistosoma mansoni thioredoxin glutathione reductase | AID 485364 | Potency, µM (top dose mostly 114 µM), for the others: top-dose activity change, negative = inhibition, hits mostly inhibitors | purified TGR, DTNB reduction, TNB absorbance 405 nm | actives 3% (n = 360,000) | Q962Y6; also: potency is read from the fitted curve at half-maximal effect; nearly all actives have a fitted effect of over 60% in size
#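 Kinetic colorimetric format: TGR-catalysed, NADPH-driven DTNB reduction monitored via TNB absorbance. Enzyme dispensed at 20 nM; compound exposure 15 min at room temperature before reaction start.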
# HCV inhibitor = HCV inhibition; Huh7.5.1 HCVcc-Cre infection, luciferase reporter, 44 h; Potency, µM (titrated, usually from 41.8 µM), without a hit: top-dose activity change, negative = inhibition, usual class: inhibitors; actives 3.4% (n = 340,000); AID 651820; also: potency is read from the fitted curve at half-maximal effect
#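 Luciferase read-out (15 sec integration) after a 15 min room-temperature substrate step quantifies HCVcc-Cre infection. Cells, 1,000 per well, had compound added 4 h post-plating, then virus at ~0.5 moi, and were cultured 44 h.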
# HCMV antiviral = blocks human cytomegalovirus replication; actives 4.5% (n = 410,000); activity change, negative = inhibition, % at 57.5 µM; HFF cells, HCMV-luciferase reporter, 72 h; hits give low values; in the data active = activity change below about -60%; inconclusive = no clear call, values can overlap the other calls; inactive = above about -39%
#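 Two-dose cell screen: HFF monolayers treated with compounds and infected with luciferase-expressing HCMV at 1 PFU/cell, 72 h at 37C, then lysed for luciferase measurement.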
# Giardia FBPA inh = Giardia lamblia aldolase inhibition. purified Giardia FBPA. Potency, µM (series often up to 59.6 µM), for the others: at the highest dose activity, negative = inhibition, hits mostly inhibitors. AID 2451. actives 0.71% (n = 290,000); also: potency is read from the fitted curve at half-maximal effect; nearly all actives have a fitted effect of over 55% in size
# Target sequence (A8B2U2 whole entry, looked up): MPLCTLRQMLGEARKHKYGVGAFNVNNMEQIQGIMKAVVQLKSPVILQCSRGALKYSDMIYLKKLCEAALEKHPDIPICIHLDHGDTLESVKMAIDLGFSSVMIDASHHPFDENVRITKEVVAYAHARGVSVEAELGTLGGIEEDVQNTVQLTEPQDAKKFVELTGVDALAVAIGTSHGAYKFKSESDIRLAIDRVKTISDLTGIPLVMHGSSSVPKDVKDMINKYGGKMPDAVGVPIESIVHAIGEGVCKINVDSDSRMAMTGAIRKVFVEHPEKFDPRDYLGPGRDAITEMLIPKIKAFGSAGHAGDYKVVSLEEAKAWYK
#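 Giardia FBPA (40 nM reagent) was preincubated 10 min at RT with compound (up to 57.5 uM final), then substrate plus GAPDH/TPI/NAD/arsenate coupling system with diaphorase/resazurin was added; resorufin fluorescence (525/598 nm) was read after 20 min.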
# AmpC inh detg = blocks E. coli AmpC beta-lactamase in detergent assay; AmpC hydrolysis of nitrocefin, absorbance 480 nm, 0.01% Triton; Potency, µM (series often up to 114 µM), for inactives: at the highest dose activity change, negative = inhibition, most hits filed as inhibitors; actives 0.041% (n = 370,000); AID 485294;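 also: potency is read from the fitted curve at half-maximal effect; 0% = no-compound wells and -100% = no-enzyme wells; nearly all actives have a fitted effect of over 25% in size; some results filed as inactive show a strong effect at the top dose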
# Target sequence (P00811 whole entry, looked up): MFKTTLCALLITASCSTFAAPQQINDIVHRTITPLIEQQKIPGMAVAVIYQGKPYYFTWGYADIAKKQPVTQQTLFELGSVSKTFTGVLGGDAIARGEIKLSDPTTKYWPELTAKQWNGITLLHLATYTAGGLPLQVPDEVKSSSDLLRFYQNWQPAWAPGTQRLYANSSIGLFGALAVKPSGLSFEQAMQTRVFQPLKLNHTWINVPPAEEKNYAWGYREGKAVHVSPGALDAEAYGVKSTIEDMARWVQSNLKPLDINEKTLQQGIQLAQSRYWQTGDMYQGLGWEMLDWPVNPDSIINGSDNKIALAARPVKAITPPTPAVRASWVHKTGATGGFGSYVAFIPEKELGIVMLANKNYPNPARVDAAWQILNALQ
#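 20 mM phosphate pH 7.0 + 0.01% (detergent screen) or 0.0001% Triton X-100; 5.3 nM AmpC reagent; cpd preinc 15 min RT; nitrocefin (800 uM stock) to start; A480 q20 s × 4 min; Activity was normalised to no-enzyme and no-compound control wells.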
# Numbers without * were called inactive; ? = inconclusive; / = no result given; & = joins results of further samples; [ ] = dose if it differs, or a comment. Unless noted, calls follow the shape of the dose curve; as a rule, active = well fitted curve in the direction sought with a large enough effect; inconclusive = small, poorly fitted or top-dose-only effect, or another doubt; inactive = no such curve, though single readings can be large; an effect the other way counts as inactive or inconclusive. Unless noted, % is scaled to controls: 0 for no effect and ±100 for the full control effect. Rows are unselected; about 9.3% have a hit in one of these screens.
SMILES,AMA1 RON2 block,Sm TGR block,HCV inhibitor,HCMV antiviral,Giardia FBPA inh,AmpC inh detg
CC(=O)N/N=C/c1cc(C(C)C)cc(/C=N/NC(C)=O)c1O,59%[activator],9%,4%,60,3%,2%
CCOC(=O)C1=C(C)N(C)C(=O)NC1c1cccc([N+](=O)[O-])c1 (stereo unspecified),-2%,/,-7%,-24,/,/
CCCCNS(=O)(=O)c1ccc(OC)c2ncccc12,19%,17%,1%,96,7%,-19%
CCOC(=O)c1c(NC(=O)CSc2cn(CCNC(=O)c3ccccc3OC)c3ccccc23)sc2c1CCCC2,/,-3%,/,-22,/,4%
CN1CCN(c2cc(-c3cc(O)c4ncccc4c3)ccn2)CC1,/,-21%&-26%,/,-89*,/,2%&5%
Cc1ccnc(N2CCN(c3cc(C)c(C#N)c4nc5ccccc5n34)CC2)c1,-16%,/,6%,-7,/,/
Oc1ccc(C[C@H]2CNCCN2CCCCC2CCCCC2)cc1,16%,0%,?,?,/,-14%
O=C(O)CC(=O)Nc1ccccc1,-11%,-14%,11%,59,7%,-1%
COc1ccc(CCC(=O)OCC(=O)Nc2c(C)n(C)n(-c3ccccc3)c2=O)cc1,-2%,0%,0%,18,/,2%
O=C(c1cccs1)N(Cc1ccccn1)Cc1ccco1,12%,-23%,-13%,8,-13%,-8%

# Shown field by field: 4 of the compounds above
CC(=O)N/N=C/c1cc(C(C)C)cc(/C=N/NC(C)=O)c1O
  AMA1 RON2 block = 59%[activator]	Sm TGR block = 9%	HCV inhibitor = 4%	HCMV antiviral = 60	Giardia FBPA inh = 3%	AmpC inh detg = 2%
Oc1ccc(C[C@H]2CNCCN2CCCCC2CCCCC2)cc1
  AMA1 RON2 block = 16%	Sm TGR block = 0%	HCV inhibitor = ?	HCMV antiviral = ?	Giardia FBPA inh = /	AmpC inh detg = -14%
CCOC(=O)C1=C(C)N(C)C(=O)NC1c1cccc([N+](=O)[O-])c1 (stereo unspecified)
  AMA1 RON2 block = -2%	Sm TGR block = /	HCV inhibitor = -7%	HCMV antiviral = -24	Giardia FBPA inh = /	AmpC inh detg = /
CN1CCN(c2cc(-c3cc(O)c4ncccc4c3)ccn2)CC1
  AMA1 RON2 block = /	Sm TGR block = -21%&-26%	HCV inhibitor = /	HCMV antiviral = -89*	Giardia FBPA inh = /	AmpC inh detg = 2%&5%

# Other structures follow.
SMILES,AMA1 RON2 block,Sm TGR block,HCV inhibitor,HCMV antiviral,Giardia FBPA inh,AmpC inh detg
CCCn1c(SC(C(=O)Nc2cccc(OC)c2)c2ccccc2)nc2ccccc2c1=O (stereo unspecified),13%,-6%,1%,-19,-4%,-15%
COc1ccc(CC(=O)OCC(=O)N(CC(C)C)c2c(N)n(Cc3ccccc3)c(=O)[nH]c2=O)cc1,-3%,7%,-25%,-5,/,-4%
COc1ccccc1N1CCN(C(=O)CN2C(=O)COc3ccc(S(=O)(=O)N4CCCCCC4)cc32)CC1,/,-11%,/,-11,/,-7%
N#Cc1c(N)n(CCNC(=O)c2cccs2)c2nc3ccccc3nc12,-18%,-27%,9%,-34,?,?
CC(C)Oc1ccc(CNC(=O)C2CCN(C(=O)N3CC(C)Oc4ccccc43)CC2)cc1 (stereo unspecified),/,-6%,/,-12,/,-9%
CC(CCCc1ccccc1)NC(=O)c1nn(-c2ccc(Cl)cc2)nc1CO (stereo unspecified),/,0%,/,-6,/,19%
Cc1nc(CNS(=O)(=O)c2cc(C)c(C)cc2C)cs1,4%,9%,-12%,-40,-17%,5%
Fc1ccc(-n2nnc(-c3ccnc4ccccc34)n2)cc1,-10%,-1%,-1%,-10,2%,6%
CC(OC(=O)c1c2c(nc3ccccc13)/C(=C\c1ccc3c(c1)OCO3)CCC2)C(=O)Nc1ccc(S(N)(=O)=O)cc1 (stereo unspecified),-6%,-3%,?,/,-21%,?
O=C(Cn1cc(C(=O)c2ccco2)c2ccccc21)NC1CCCCC1,6%,5%,-19%,-12,-2%,5%
O=c1[nH]cnc2c([N+](=O)[O-])cccc12,-8%,-22%,0%,-11,-22%,2%
O=C(COc1ccccc1)N=C1SC2CS(=O)(=O)CC2N1c1ccccc1F (stereo unspecified),5%,1%,11%,-26,10%,-12%
COc1ccc(/C=C/C(=O)O)cc1S(=O)(=O)NC1CCS(=O)(=O)C1 (stereo unspecified),-8%,-7%,-1%,-12,0%,-4%
CCOCCCNC(=O)c1cc2c(=O)n3ccccc3nc2s1,-11%,-27%&1%,2%,-7&58,5%,-1%&29%
COC(=O)[C@@]1(Cc2ccccc2)[C@H]2C(=O)N(C)C(=O)[C@H]2[C@H]2CN=C(SCC(=O)c3ccccc3)N21,52%[activator],/,-3%[8.37 µM],9,/,/
O=C(NCCCN1CCOCC1)c1cc(-c2ccc(Br)cc2)on1,-5%,-21%,?,?,8%,-15%
CCOc1cccc(C(=O)Nc2ccc3oc(-c4ccncc4)nc3c2)c1,/,6%,/,?,/,13%
COc1ccccc1-c1nnc(SCC(=O)NCc2cccs2)n1N,-1%,7%,15%,-7,3%,0%
CCOC(=O)c1c(-c2ccccc2)oc2ccc(OCC(N)=O)cc12,1%,-17%,10µM*,-4,20%,?
COc1ccc(-c2noc(CCCC(=O)NCC3CCCO3)n2)cc1 (stereo unspecified),-5%,3%,-23%,-37,4%,?
CCCCCC(=O)Nc1cccc(C2=NOC3(C2)C[C@@H](C(N)=O)N(C(=O)c2ccc(Cl)cc2)C3)c1 (stereo partly specified),5%,0%,5%[8.37 µM],36,-8%,-5%
CCC1Nc2ncnc(N3CCN(c4ccccc4)CC3)c2N(Cc2ccccc2)C1=O (stereo unspecified),4%&-3%,/,?,12&-19,/,/
CCc1c(C)nc2nc(-c3ccccc3)nn2c1NCc1ccc(C)cc1,/,-20%,/,-39,/,12%
CCCC1=Nc2cc(C(=O)NC3CCCC3)ccc2Sc2ccc(C)cc21,/,1%,/,-79*,/,1%
COc1ccc2nc(SCc3nc(N)nc(Nc4ccccc4)n3)[nH]c2c1,-9%,-19%,4%,-3,-15%,?
O=C1C(=O)N(CCCn2ccnc2)C(c2ccc(Br)cc2)/C1=C(\O)c1ccc2c(c1)OCCO2 (stereo unspecified),0%,0%,13%,20,/,-5%
CCOc1ccc(N2C(=O)NC(=O)/C(=C\c3ccccc3[N+](=O)[O-])C2=O)cc1,-3%,?,7%,8,0%,0%
C=CCOC(=O)C1=C[C@H](c2csc3ccccc23)[C@@H](CCCO)[C@H](OCC)O1,-3%,-4%,?,8,-7%,0%
Cn1c(COc2ccc(Cl)cc2)nnc1SCC(=O)NC1CC1,-3%,-8%,12%,37,/,5%
COCCOC1CCN(C(=O)C2CCC(=O)N(CCc3cccc(F)c3)C2)CC1 (stereo unspecified),0%,-9%,9%,-28,2%,1%
COc1cccc(-c2ccc3c(N)c(C(=O)c4ccc(Br)cc4)sc3n2)c1,/,2%,/,-9,/,6%
Nc1ncc(S(=O)(=O)N2CCN(c3ccccc3)CC2)cn1,/,-12%,/,-21,/,-5%
COc1ccccc1C(=O)NCCC(=O)NCC(c1ccccc1)N(C)C (stereo unspecified),26%,4%,6%,-34,/,2%
CSc1ccc(C(=O)C2CCCN(C(=O)c3nonc3C)C2)cc1 (stereo unspecified),-22%,14%,?,-14,1%,-11%
COc1ccc(C(=O)OCC(=O)NC2CC2)cc1S(=O)(=O)Nc1ccc(C)cc1,-19%,0%,37%[activator],-9,/,-9%
O=S(=O)(c1cc(Cl)ccc1Cl)n1nnc2ccccc21,-4%,-2%[11.4 µM],9%,?,18%,-15%
COC(=O)c1c(N)c2ccccc2[nH]c1=O,-4%,5%,6%,-5,2%,6%
O=C(NCc1ccco1)c1c[nH]c2ccc(S(=O)(=O)Nc3ccc(F)cc3F)cc2c1=O,/,?,/,25,/,-4%
COc1ccc(CCNS(=O)(=O)c2ccc3c(c2)OCCO3)cc1OC,39%[activator],-3%,10%,-26,-2%,-7%
COc1ccc([N+](=O)[O-])cc1NC(=O)c1cccnc1,16%,1%,?,-35,3%,-13%
CC1(C)CC(NC(=O)c2ccncc2)CC(C)(C)N1O,14%,5%,0%,-20,-14%,-2%
C/C(=N\NC(=O)c1cccc(S(=O)(=O)N2CCCC2)c1)c1cccs1,19%,0%,9%,-14,1%,-1%
CCOCCCNC(=O)CCC(=O)NNc1nc2ccccc2c2nc(C)nn12,8%,3%&1%,15%,-24&-1,-1%,8%&12%
O=C(C1CCCN(S(=O)(=O)c2ccc(Br)s2)C1)N1CCCCCC1 (stereo unspecified),-3%,-16%,?,-17,-3%,2%
CCc1ccc(NC(=O)CC2S/C(=N/N=C3CCCCCC3)NC2=O)cc1 (stereo unspecified),72%[activator],-5%,15%,14,15%,-1%
CC(C)(C)c1ccc(S(=O)(=O)N(CCCN2CCOCC2)Cc2cccs2)cc1,?,-4%,2%&-26%,-25&-39,-24%,-5%
O=C(COC(=O)C1CCC1)Nc1ncc(Cl)cc1Cl,1%,-4%,-5%[8.37 µM],9,/,?
COCCCNC(=S)NCCCNc1nc2cc(C)cc(C)c2cc1C#N,9%,0%[57.1 µM],?,-16,-6%,-3%
CC1=C(C#N)C(=O)N(C)C(C)(C)C1,-2%,12%[11.4 µM],?,1,0%,-8%
O=C1CN(S(=O)(=O)c2ccc(F)cc2)c2ccccc2N1,1%,0%,4%,-34,5%,?
# Additional results:
SMILES,AMA1 RON2 block,Sm TGR block,HCV inhibitor,HCMV antiviral,Giardia FBPA inh,AmpC inh detg
COC(=O)c1c(C(=O)OC)c(-c2cccc(Cl)c2)n2c1CS(=O)(=O)C2,-2%,2%,-12%,25,11%,-8%
COc1ccc(NC(=O)Nc2ccc3c(c2)C(=O)N([C@H](C)CO)C[C@H](C)[C@@H](CN(C)C(=O)Nc2ccc(OC)cc2)O3)cc1,-1%,/,2%,48,/,/
O=S(=O)(NCc1cn2ccsc2n1)c1cccs1,-4%,9%,2%,-31,-2%,-9%
COc1ccccc1CN(C)C(=O)C(NC(=O)Cc1cccc2ccccc12)C(C)C (stereo unspecified),-1%,-3%,-20%,23,3%,-1%
Cc1nnc(NC(=O)CSc2nc3c([nH]c4ccccc43)c(=O)n2-c2ccccc2)s1,/,2%,/,5,/,-4%
Cc1nn(-c2ccccc2)c(Cl)c1/C=N/NC(=O)c1ccccc1F,5%,14%,?,-3,-1%,0%
Cc1cc(C)c(NC(=O)COC(=O)C23CC4CC(CC(O)(C4)C2)C3)c(Cl)c1,7%,/,16%,37,/,/
C=CCn1c(Sc2nncn2C)nc2c1c(=O)[nH]c(=O)n2C,-7%,-17%,19%,-2,-1%,-1%
CCOc1ccccc1COC(=O)c1cccc(-n2cnnn2)c1,5%,12%,?,3,-5%,?
C=CCOCCN(CC)CC,17%,9%,7%,-23,3%,-7%
CC(C)C(=O)N[C@@H]1c2ccccc2CC[C@H]1OCc1ccccc1,0%,/,-2%,-15,/,/
COC(CNC(=O)c1ccc2nc(-c3ccccc3)c(-c3ccccc3)nc2c1)OC,1%,-26%,10µM*,6,-4%,1%
CCN1CCN(c2nc(-c3ccccn3)nc3ccccc23)CC1,19%,6%,-24%,-29,3%,-7%

# Screening results (PubChem)
